SR-BI DiI inh: inhibitors of SR-BI mediated HDL lipid uptake, primary screen, ldlA[mSR-BI] cells, fluorescence, single point; Scavenger receptor class B member 1 (Mus musculus), Q61009; ldlA[mSR-BI] CHO cells, DiI-HDL uptake fluorescence, 3 h; inhibition, % at 12.5 µM; 320,000 compounds, 0.96% hits;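 active = mean replicate inhibition of at least 70% and a set share of replicates each scoring 70 or more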;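 also: 0% = median of neutral control wells and 100% = median of positive control wells; values of inactives mirror those of a sister screen read the other way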
CDK5 p35 inh: inhibitors of human CDK5/p35 kinase, primary screen, biochemical, single concentration | 330,000 compounds, 0.01% hits | AID 488839, 2010 | Cyclin-dependent kinase 5 (Homo sapiens) + Cyclin-dependent kinase 5 activator 1 (Homo … | inhibition, % at 10 µM | Recombinant CDK5/p35, ADP-Glo luminescence, 60 min;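 active = highest replicate inhibition of at least 50% and at least 75% of replicates reaching 50%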;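 also: plate controls were DMSO neutral control for no effect and GW8510 at 10 µM for full effect; many of its hits are not listed in these tables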
MITF act: activators of MITF-driven TRPM1 promoter reporter, primary screen, cell-based, SK-MEL-5, luciferase, single point; SK-MEL-5 TRPM1-promoter luciferase, 24 h; % of positive control, neutral wells = 0; activation, % at 12.5 µM; 300,000 compounds, 0.75% hits;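 active = mean activation of at least 80% with every replicate also reaching 80%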;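 also: 0% = neutral control wells and 100% = parthenolide positive control wells; values of inactives mirror those of a sister screen read the other way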
NSD2 inh: NSD2 histone methyltransferase inhibitors, primary screen, biochemical, AlphaScreen, single concentration, set 2 | Histone-lysine N-methyltransferase NSD2 (Homo sapiens), O96028 | NSD2 peptide methylation, 120 min | inhibition, % at 12.5 µM | 310,000 compounds, 0.54% hits | AID 743445, 2014; in the data active = inhibition above about 50%
DSG3 Ab inh: inhibitors of pemphigus antibody binding to DSG3, primary screen, biochemical, bead-based, flow cytometry, scFv-GFP; Desmoglein-3 (Homo sapiens), P32926; DSG3-coupled beads, scFv-anti-DSG3-GFP binding; hits give low values; binding (percent of control), % at 10 µM; 310,000 compounds, 0.48% hits; AID 588358, 2011;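 active = binding more than 3 SD below its plate's average and above zero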;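 also: hits lower antibody fragment binding to DSG3; some compounds called inactive have numbers as strong as hits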
SUMO Mot1 rescue: yeast Mot1-301 growth rescue at high temperature, primary screen, SUMOylation pathway inhibitor project, S. cerevisiae, ATP luminescence, 38.5C. S. cerevisiae Mot1-301 growth rescue; percent above DMSO median, 100 means doubled. growth rescue, % at 18.8 µM. 320,000 compounds, 1% hits. AID 2716, 2010;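 active = every valid replicate shows activation above 250% relative to neutral control wells; inactive = the rest, any valid replicate at or below 250%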;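 also: OY570 slx delta 5 strain wells were the positive control but not used for scaling; some compounds called inactive have numbers as strong as hits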
SR-BI DiI-HDL act: activators of SR-BI mediated DiI-HDL uptake, primary screen, ldlA[mSR-BI] CHO cells, DiI fluorescence; AID 504775, 2011; 320,000 compounds, 0.096% hits; activation, % at 12.5 µM; 3 h; 100 = double the neutral-control signal;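 active = mean replicate activation of at least 60% and every replicate at or above 60%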;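 also: 0% = median plate neutral-control signal and 100% = twice that signal; values of inactives mirror those of a sister screen read the other way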
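Material: SR-BI-overexpressing, LDLR-lacking CHO cells | Dosing: Single compound concentration, delivered by pin transfer | Probe or stimulus: Labelled HDL, 10 µg/mL | Signal: Bottom-read cell fluorescence after medium removal, ex 550/em 595 nm | Schedule: 3 h, 37 °C | Evaluation: HDL uptake via cellular fluorescence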
dFosB act: activators of delta FosB homodimer, primary screen, biochemical, fluorescence polarization, TAMRA-CDK5 oligo, single point | 340,000 compounds, 0.99% hits | activation, % at 25 µM | Protein FosB (Mus musculus), P13346 | purified delta FosB; percent of positive-control signal above neutral wells;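 active = mean activation above about 17%, with every replicate also reaching it, limit read from the data, passing the limit was not always enough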;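 also: fluorescence polarization rise as delta FosB binds a TAMRA Cdk5 AP-1 oligo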
Target sequence (P13346 whole entry, looked up): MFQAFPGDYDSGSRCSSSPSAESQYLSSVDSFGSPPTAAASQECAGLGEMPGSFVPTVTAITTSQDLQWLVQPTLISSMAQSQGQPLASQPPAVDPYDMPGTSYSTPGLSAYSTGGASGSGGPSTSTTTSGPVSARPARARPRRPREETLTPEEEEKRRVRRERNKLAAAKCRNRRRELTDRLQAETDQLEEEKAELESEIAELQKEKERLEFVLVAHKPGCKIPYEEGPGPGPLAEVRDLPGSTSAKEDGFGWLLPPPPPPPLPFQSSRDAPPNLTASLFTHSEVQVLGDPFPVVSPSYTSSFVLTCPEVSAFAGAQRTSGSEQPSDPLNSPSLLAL
PKA-R1A act: activators of PKA-R1A holoenzyme, primary screen, biochemical, fluorescence polarization, Cy5-IP20, bovine R1A, mouse PKAc | cAMP-dependent protein kinase type I-alpha regulatory subunit (Bos taurus) + … | PKA-R1A dissociation; scaled: DMSO 0%, 113 µM cGMP 100% | activation, % at 11.4 µM | 340,000 compounds, 0.083% hits | AID 504707, 2011;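 active = percent activation above the mean of all tested compounds plus 3 SD, cut at about 19% in these data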;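 also: higher means more PKAc released from R1A so a rise in polarization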
Arrestin-AP2 inh: inhibitors of beta-arrestin/AP2 binding, primary screen, biochemical, GPCR trafficking, flow cytometry; beta-arrestin 1 C-terminal peptide binding to AP2 beta2-adaptin appendage (human); FITC-arrestin peptide / GST-AP2 beads; AP2 beta2 appendage carries R879A mutation; inhibition, % at 10 µM; 340,000 compounds, 0.31% hits; AID 504490, 2011;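 active = inhibition above a set limit, near 3 SD of compounds lacking own fluorescence, cut at about 54% in these data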;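 also: plate controls were DMSO wells for no effect and 5 µM unlabelled arrestin peptide for full effect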
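test system = AP2 appendage R879A on GSH beads | buffer or medium = PBS plus Tween 20 (0.05%) and BSA (0.1%) | incubation = 12 min plus 1 h, RT | detection = bead flow cytometry, FITC channel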
PKA-R2B activ: activators of PKA-R2B holoenzyme, primary screen, biochemical, fluorescence polarization, Cy5-IP20, human. cAMP-dependent protein kinase catalytic subunit beta (Homo sapiens) + cAMP-dependent …. PKA-R2B holoenzyme dissociation; R2B truncated from residue 108, S112A mutant; 0% DMSO only, 100% 113 µM cGMP. activation, % at 11.4 µM. 340,000 compounds, 0.079% hits;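 active = activation above a cutoff set at the mean over all compounds plus 3 SD, cut at about 18% in these data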;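 also: higher means more holoenzyme dissociation and a rise in polarization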
Target sequence (P31323 whole entry, looked up, other chains not shown, the tested form may be a part): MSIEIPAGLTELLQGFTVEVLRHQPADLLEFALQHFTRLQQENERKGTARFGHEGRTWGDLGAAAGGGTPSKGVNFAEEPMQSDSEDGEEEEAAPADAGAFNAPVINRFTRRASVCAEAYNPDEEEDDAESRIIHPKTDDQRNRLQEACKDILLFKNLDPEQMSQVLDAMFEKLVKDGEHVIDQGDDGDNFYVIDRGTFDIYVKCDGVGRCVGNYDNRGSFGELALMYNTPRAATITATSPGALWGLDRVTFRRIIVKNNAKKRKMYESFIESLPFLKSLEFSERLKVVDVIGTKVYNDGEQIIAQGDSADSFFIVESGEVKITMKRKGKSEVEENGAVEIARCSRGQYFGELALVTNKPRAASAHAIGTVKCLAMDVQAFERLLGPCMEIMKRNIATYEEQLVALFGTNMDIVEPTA
The depositor's hits bear a star; · = not tested or not shown.

SMILES | SR-BI DiI inh | CDK5 p35 inh | MITF act | NSD2 inh | DSG3 Ab inh | SUMO Mot1 rescue | SR-BI DiI-HDL act | dFosB act | PKA-R1A act | Arrestin-AP2 inh | PKA-R2B activ
C/C(=N\NC(=O)Cn1nc(C)cc1C)c1ccc([N+](=O)[O-])cc1 | -8 | 0.7 | 5 | 0 | 106 | 4 | 8 | 8 | 7 | 4 | 7
COc1ccccc1CNC(=O)C(C)c1ccc([N+](=O)[O-])cc1 (configuration not stated) | -29 | -0.4 | 12 | 0 | 105 | -16 | 29 | 4 | -2 | 1 | -13
COc1cc(C(=O)NC(=S)Nc2ccc(N3CCCC3)cc2)cc(OC)c1OC | 75* | 0.0 | -9 | -1 | 111 | 24 | -75 | -5 | -3 | -7 | -9
Cc1ccc(C(=O)N[C@H](C(=O)OCc2cc(=O)n3c(n2)sc2ccccc23)C(C)C)cc1 | -1 | 1.3 | -8 | -1 | 98 | 27 | 1 | -1 | -2 | 14 | 6
CC(C)CC(=O)/C(=C\c1ccc(Cl)cc1Cl)n1cncn1 | -32 | 0.8 | -83 | 12 | 100 | · | 32 | -10 | -5 | 0 | -3
N#Cc1c2n(c3c(=O)n(CC(=O)c4ccc(Br)cc4)cnc13)CCCC2 | 17 | 0.1 | 8 | 0 | 113 | 8 | -17 | -9 | 2 | 5 | 8
CCn1c(SCc2cccnc2)nc2c1c(=O)n(C)c(=O)n2C | -1 | -1.8 | -7 | 1 | 104 | 1 | 1 | 2 | 0 | -6 | 4
COc1ccc(-n2nc(C(=O)NCC(=O)NCCC3=CCCCC3)c3ccccc3c2=O)cc1 | · | 2.1 | -4 | 0 | 119 | 14 | · | -8 | -13 | 12 | -6
O=C1COc2ccc(S(=O)(=O)CCC(=O)NC3CCCCC3)cc2N1 | -10 | -1.2 | -2 | 7 | · | 15 | 10 | 0 | -10 | 15 | -1
CN1C(=O)c2c(sc3c2CC(C)(C)SC3)N2CCN=C12 | -42 | -0.2 | -4 | 4 | 105 | 27 | 42 | -4 | -9 | 24 | 6
COc1cc(NC(=O)CCC(=O)N2CCN(S(=O)(=O)c3ccc(C)cc3)CC2)cc(OC)c1 | -8 | -1.0 | · | -2 | 105 | · | 8 | -11 | -5 | -5 | -2
CCS(=O)(=O)c1ccc(O)c(NC(=O)c2cc(-c3ccccn3)nc3ccccc23)c1 | -9 | 1.8 | -9 | 1 | 94 | 8 | 9 | -13 | 15 | 31 | 15
CC(=O)NCc1cc(-c2nn(C)c(=O)c3ccccc23)ccc1C | 15 | 1.1 | -9 | 9 | 104 | -4 | -15 | -11 | -4 | 0 | -12
O=C(c1cc(F)c(F)cc1Cl)N1CCCc2ccccc21 | 33 | -0.6 | 0 | -3 | 111 | 14 | -33 | 3 | 5 | 4 | -8
Cc1cc(S(=O)(=O)Nc2nc(CN3CCOCC3)nc3sc4c(c23)CCCC4)ccc1F | 2 | -0.2 | -7 | 2 | 105 | 8 | -2 | -8 | -7 | -3 | 4
COc1ccc(NC(=O)CCS(=O)(=O)c2ccc3c(c2)CCCN3C(C)=O)cc1Cl | -27 | -0.3 | · | 2 | · | -16 | 27 | 1 | 6 | 24 | 9
O=C(Nc1cccc2ncccc12)c1ccccc1F | -30 | 3.3 | 6 | 3 | 94 | -7 | 30 | -11 | -7 | 34 | 7
Cc1ccc(CN2CC(C(=O)Nc3ccc4c(C)cc(=O)oc4c3)CC2=O)cc1 (configuration not stated) | -32 | 1.3 | · | -1 | 105 | · | 32 | -28 | -5 | 4 | 0
Cc1cc(C(=O)N2CCC(Cc3ccccc3)CC2)c(C)o1 | 10 | -1.6 | 8 | 4 | 101 | 5 | -10 | -9 | -1 | -15 | -14
CCN(CC)C(=O)CSc1nnc(-n2nc(C)cc2C)c2ccccc12 | -16 | -0.4 | -6 | -5 | 103 | 57 | 16 | -6 | -3 | 6 | -8

Fetched one by one from the entries so far (two):
SMILES | SR-BI DiI inh | CDK5 p35 inh | MITF act | NSD2 inh | DSG3 Ab inh | SUMO Mot1 rescue | SR-BI DiI-HDL act | dFosB act | PKA-R1A act | Arrestin-AP2 inh | PKA-R2B activ
CN1C(=O)c2c(sc3c2CC(C)(C)SC3)N2CCN=C12 | -42 | -0.2 | -4 | 4 | 105 | 27 | 42 | -4 | -9 | 24 | 6
Cc1ccc(C(=O)N[C@H](C(=O)OCc2cc(=O)n3c(n2)sc2ccccc23)C(C)C)cc1 | -1 | 1.3 | -8 | -1 | 98 | 27 | 1 | -1 | -2 | 14 | 6

Compound profiles, as listed above. Screens in order: SR-BI DiI inh | CDK5 p35 inh | MITF act | NSD2 inh | DSG3 Ab inh | SUMO Mot1 rescue | SR-BI DiI-HDL act | dFosB act | PKA-R1A act | Arrestin-AP2 inh | PKA-R2B activ
Shown for `COc1ccccc1CNC(=O)C(C)c1ccc([N+](=O)[O-])cc1` (configuration not stated) = -29 | -0.4 | 12 | 0 | 105 | -16 | 29 | 4 | -2 | 1 | -13
Shown for `CCN(CC)C(=O)CSc1nnc(-n2nc(C)cc2C)c2ccccc12` = -16 | -0.4 | -6 | -5 | 103 | 57 | 16 | -6 | -3 | 6 | -8
Shown for `CC(=O)NCc1cc(-c2nn(C)c(=O)c3ccccc23)ccc1C` = 15 | 1.1 | -9 | 9 | 104 | -4 | -15 | -11 | -4 | 0 | -12

Later entries.
SMILES | SR-BI DiI inh | CDK5 p35 inh | MITF act | NSD2 inh | DSG3 Ab inh | SUMO Mot1 rescue | SR-BI DiI-HDL act | dFosB act | PKA-R1A act | Arrestin-AP2 inh | PKA-R2B activ
COc1cc(Oc2nc(C(F)(F)F)nc3ccccc23)ccc1C=O | 43 | -0.4 | -2 | -2 | 100 | 296 | -43 | -1 | -4 | 27 | 1
COc1ccc(CCNC(=O)C2CCCN(C(=O)N(C)C)C2)c(OC)c1 (configuration not stated) | -19 | -0.6 | -1 | · | 87 | 4 | 19 | -3 | -4 | 34 | -11
O=C(NCCC1=CCCCC1)C1CC(=O)N(C2CCCCC2)C1 (configuration not stated) | -51 | 1.8 | -5 | 0 | 99 | 6 | 51 | -4 | -2 | -9 | -5
CCOC(=O)Cn1nc(C)c(NC(=O)c2ccc([N+](=O)[O-])c(C)c2)c1C | -18 | -0.2 | 5 | -2 | 115 | 399 | 18 | -2 | -3 | 2 | 4
COC(=O)c1cc2c(s1)CS(=O)C2 (configuration not stated) | -20 | -3.0 | -4 | -4 | 101 | 12 | 20 | 3 | -11 | 1 | -8
CN(Cc1ccccc1)C(=O)c1[nH]cnc1C(=O)Nc1ccc(Cl)cc1 | 18 | -0.8 | 5 | · | 109 | 15 | -18 | -4 | -12 | -1 | -5
Cc1ccc(NC(=O)c2ccccc2NC(=O)c2cccnc2)cc1 | 4 | -0.1 | 0 | -1 | 108 | 96 | -4 | -19 | -5 | 9 | 0
O=C(O)C1C2C=CC(C2)C1C(=O)NCc1ccccc1 (configuration not stated) | -2 | -0.1 | -5 | · | 102 | -11 | 2 | -14 | 8 | 5 | -10
Oc1ccc(-c2n[nH]c(=S)n2Cc2ccco2)cc1 | 17 | 2.4 | -5 | 1 | 102 | -5 | -17 | -4 | -3 | -4 | -12
Cc1ccccc1Nc1nc(N)nc(COC(=O)c2ccc(S(=O)(=O)N(C)C)cc2)n1 | -4 | -0.9 | 15 | -1 | 96 | 83 | 4 | -17 | -4 | -13 | 5
Cc1ccc2cc3cc(C(=O)N4CCCCC4C)oc3nc2c1 (configuration not stated) | 11 | 0.3 | 74 | -4 | 99 | 5 | -11 | -20 | -1 | -1 | -5
COC(=O)c1ccc(-n2nnnc2SCc2ccccc2OC)cc1 | 17 | 1.0 | 9 | -2 | 107 | -11 | -17 | -1 | -3 | 2 | -6
CC(C)n1c(=O)[nH]c2cc(C(=O)Nc3ccccc3)ccc21 | 10 | -4.2 | 39 | 3 | 113 | 0 | -10 | -7 | 1 | -19 | 1
CCN(CC)CCN(Cc1cc2cc3c(cc2[nH]c1=O)OCCO3)C(=S)NCCCOC | -1 | 0.5 | -13 | 28 | 111 | 12 | 1 | 2 | 5 | -6 | -4
O=C(O)c1ccccc1Sc1ncnc2sc3c(c12)CCC3 | 2 | -0.5 | -10 | 0 | 104 | -4 | -2 | -11 | -4 | -6 | -3
CN1C(=O)c2cccc(NCCCN3C(=O)c4ccccc4C3=O)c2C1=O | -21 | 0.5 | 1 | -1 | 98 | -32 | 21 | -1 | -17 | -36 | -11
Cc1cc(NC(=O)C2C3C(=O)N(c4cccnc4)C(C(=O)NC(C)(C)C)C34C=CC2(C)O4)no1 (configuration not stated) | -6 | 0.1 | -10 | -5 | 101 | 0 | 6 | -4 | -6 | -1 | -13
Cc1cc(C)c(C#N)c(SCSCc2ccccc2)n1 | 24 | 0.5 | 2 | -4 | 87 | 6 | -24 | -1 | -7 | 6 | -4
Cc1nnc(SCc2cc(=O)[nH]c(/N=C(\N)Nc3ccccc3)n2)s1 | 9 | 0.5 | 6 | -2 | 99 | 247 | -9 | -10 | -11 | 2 | -2
Cc1ccc(N(Cc2ccc(C(=O)Nc3ccccc3C(=O)NCc3ccco3)cc2)S(C)(=O)=O)cc1C | 38 | -0.2 | 6 | 0 | 98 | 13 | -38 | -7 | 2 | -1 | -6

Bioassay records as filed in PubChem.

The order is random; any-hit rate near 4.7%.
